D2 antagonist – antagonizes the human D2 dopamine receptor; P14416; HEK293 TREx D2 cells, calcium flux, dopamine EC80; inhibition, % at 10 µM; 340,000 tested, 2% active; AID 485344; in the data active = inhibition above about 30%; also: 0% is about no effect
Target sequence (P14416 whole entry, looked up): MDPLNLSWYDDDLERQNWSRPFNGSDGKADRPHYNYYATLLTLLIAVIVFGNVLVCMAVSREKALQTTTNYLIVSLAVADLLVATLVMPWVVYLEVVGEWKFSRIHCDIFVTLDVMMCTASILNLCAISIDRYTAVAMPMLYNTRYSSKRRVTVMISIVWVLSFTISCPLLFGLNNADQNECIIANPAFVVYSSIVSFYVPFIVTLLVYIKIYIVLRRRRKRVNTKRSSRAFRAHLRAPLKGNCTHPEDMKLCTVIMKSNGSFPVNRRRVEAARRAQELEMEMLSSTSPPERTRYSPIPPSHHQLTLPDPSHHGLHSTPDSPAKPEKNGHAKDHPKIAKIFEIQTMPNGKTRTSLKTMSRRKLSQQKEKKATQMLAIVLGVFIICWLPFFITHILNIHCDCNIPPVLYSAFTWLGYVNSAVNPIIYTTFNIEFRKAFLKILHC
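Overnight-induced (tetracycline, 30 C) HEK293 T-REx cells carrying force-coupled D2 receive a no-wash calcium dye, then compound, then EC80 dopamine at 180 s; signals are read kinetically throughout.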
RXFP1 antag – RXFP1 (human) relaxin receptor antagonism | 350,000 tested, 0.59% active | HEK293-RXFP1, relaxin-stimulated cAMP HTRF, 30 min; active compounds read low | Q9HBX9 | activity change, negative = inhibition, % at 57.5 µM | AID 1259400;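 active = activity change of -60% or lower, but not beyond a set lower limit; inconclusive = change between -60% and -40%, or beyond the set limit; inactive = change above -40%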; also: % is scaled to controls: 0 for no effect and ±100 for the full control effect
TRHR enhancer – allosteric enhancers of human TRH receptor | P34981 | TRHR cells, fluo-8 calcium fluorescence, EC20 TRH enhancement | enhancement, % at 2 µM | 360,000 tested, 0.66% active; in the data active = enhancement above about 30%; also: 0% is about no effect
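Enhancer read-out: after compound pinning and an initial kinetic agonist-mode read, an EC20 of TRH (10 nM final) was injected and fluo-8 calcium signal (Ex 480/Em 530) followed at 1 s/cycle for 100 cycles in TRHR-expressing cells.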
D1 PAM – enhances dopamine response at the human D1 receptor; P21728; HEK293 TREx D1 cells, calcium flux, dopamine EC20 potentiation; potentiation, % at 10 µM; 360,000 tested, 0.036% active; in the data active = potentiation above about 30%; also: 0% is about no effect
Target sequence (P21728 whole entry, looked up): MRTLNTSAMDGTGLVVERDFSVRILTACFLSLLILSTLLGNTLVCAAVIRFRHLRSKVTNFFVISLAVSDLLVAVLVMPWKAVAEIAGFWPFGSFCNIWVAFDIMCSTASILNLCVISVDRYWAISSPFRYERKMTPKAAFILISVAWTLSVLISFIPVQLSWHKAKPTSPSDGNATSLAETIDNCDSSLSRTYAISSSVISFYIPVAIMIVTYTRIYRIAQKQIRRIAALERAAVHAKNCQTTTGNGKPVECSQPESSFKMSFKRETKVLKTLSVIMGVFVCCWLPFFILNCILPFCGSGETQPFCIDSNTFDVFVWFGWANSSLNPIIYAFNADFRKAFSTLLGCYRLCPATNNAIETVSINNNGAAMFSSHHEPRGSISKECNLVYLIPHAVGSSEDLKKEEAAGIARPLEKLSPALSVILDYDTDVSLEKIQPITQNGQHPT
D1 antag – antagonists of human D1 dopamine receptor. 360,000 tested, 3.2% active. HEK293 TREx D1 cells, calcium flux, dopamine EC80; active compounds read low. AID 504652. activity change, negative = inhibition, % at 10 µM; in the data active = activity change below about -30%; also: % is scaled to controls: 0 for no effect and ±100 for the full control effect
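Kinetic fluorescence of a calcium dye serves as the read-out. D1-expressing Hek293 Trex cells, induced overnight at 30 C, are exposed to compound for 180 s before an EC80 dopamine addition, then read 180 s further.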
D1 ag – human D1 receptor agonism | P21728 | HEK293 T-REx D1 cells, calcium flux, agonist mode | activation, % at 2 µM | 360,000 tested, 1% active | AID 504660; in the data active = activation above about 30%; also: 0% is about no effect
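Inducible HEK293 T-REx D1 cells, force-coupled to calcium signalling, were plated at 4000 cells/well with tetracycline and held overnight at 30 C. After no-wash calcium dye loading, compound-evoked calcium rise over 180 s flagged agonists.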
D2 potentiator – D2 dopamine receptor (human) potentiation; 340,000 tested, 0.34% active; potentiation, % at 10 µM; AID 485347; HEK293 T-REx D2, calcium flux, EC20 dopamine potentiation; P14416;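 active = potentiation over 3 SD above the plate norm, cut at about 30% in these data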; also: 0% is about no effect
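Using a no-wash calcium dye in inducible, force-coupled HEK293 Trex cells expressing D2, we tracked fluorescence each second for 180 s after compound, then for 180 s after EC20 dopamine to detect augmented signalling.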
D2 agonist – activates the human D2 dopamine receptor. P14416. HEK293 T-REx D2 cells, calcium flux agonist mode. activation, % at 2 µM. 340,000 tested, 0.53% active. AID 485358;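 active = activation over 3 SD above normal in the single-dose calcium agonist read, cut at about 30% in these data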; also: 0% is about no effect
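Calcium-flux readout, 1 cycle/sec over 180 s following compound pin transfer, in inducible HEK293 Trex D2 cells (force-coupled); dopamine controls included. Positive calcium responses during this window marked compounds as potential agonists.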
RXFP1 agonist – activates the human relaxin receptor RXFP1; Q9HBX9; HEK293T-RXFP1 cAMP TR-FRET, 30 min; response scale: percent of porcine relaxin response, buffer zero; Potency, µM (highest dose often 57.5 µM), without a hit: at the top dose activation, hits mostly activators; 370,000 tested, 0.3% active; AID 2676; active = well fitted activation curve with a large enough effect; inconclusive = small, poorly fitted or top-dose-only effect; also: potency is read from the fitted curve at half-maximal effect; % is scaled to controls: 0 for no effect and ±100 for the full control effect; nearly all actives have a fitted effect of over 60% in size; many of its hits are not listed in these tables
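HEK293 cells stably expressing RXFP1, treated 30 min at 37C with compounds plus PDE4 inhibitor Ro 20174; cAMP measured by HTRF TR-FRET. Normalized to buffer and 29 nM porcine relaxin; EC50 by Hill fit.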
Active calls of the source: *; ? = inconclusive; · = no result given.

SMILES	D2 antagonist	RXFP1 antag	TRHR enhancer	D1 PAM	D1 antag	D1 ag	D2 potentiator	D2 agonist	RXFP1 agonist
Cc1ccc(C(C#N)N2CCOCC2)cc1 (configuration not stated)	-13.6	-20.6	13.5	-8.9	12.7	1.1	8.5	-0.6	3.8%
Cc1ccccc1-c1nnc(SCC(=O)NC2CCCCC2)o1	5.0	-1.0	7.1	-2.5	10.0	1.0	9.7	1.0	1.3%
Cc1ccc(-c2ccnc3[nH]n(-c4ccccc4)c(=O)c23)cc1	-5.8	4.8	-5.5	-19.4	5.8	1.5	-13.8	-0.3	-0.1%
Cc1ccccc1C(=O)O/N=C(\N)c1ccc([N+](=O)[O-])cc1	10.9	6.9	-3.4	14.8	-6.0	1.1	-7.8	1.1	-4.2%
CCOc1ccccc1OCC(=O)Nc1cc(S(=O)(=O)N2CCCCC2)ccc1N1CCN(CC)CC1	-10.5	-8.4	13.5	-7.7	-36.3*	3.0	-19.6	0.4	1.4%
Cc1cc(C(=O)NNC(=O)CN2C(=O)NC(C)(c3ccccc3)C2=O)c(C)o1 (configuration not stated)	-1.8	6.3	-3.3	-6.8	-1.8	0.1	-3.5	0.7	-0.2%
CCCCCCn1nc(C(=O)N(CCOC)c2c(N)n(CCCC)c(=O)[nH]c2=O)c2ccccc2c1=O	4.6	3.0	7.7	3.4	2.0	0.6	-2.9	0.1	2.0%
CCCNC(=O)CSc1nnc(-c2ccco2)n1C	-2.8	9.2	4.3	1.2	-4.7	2.5	11.6	-0.9	2.1%
O=C(CCS(=O)(=O)c1ccccc1)OCC(=O)N1CCN(S(=O)(=O)c2ccc(Cl)cc2)CC1	-16.0	2.1	-6.8	-1.2	-0.1	1.8	6.6	0.5	-2.2%
CC(=O)Nc1cccc(/C(C)=N/NS(=O)(=O)c2ccccc2)c1	13.6	-0.5	8.6	1.4	-4.0	-0.1	6.6	0.0	-0.3%
CC(C)C[C@@H](CO)N(Cc1ccccc1)S(=O)(=O)N(Cc1ccccc1)[C@@H](CO)CC(C)C	-19.3	·	-3.5	-2.4	-2.9	3.7	-12.4	0.4	1.5%
CC(=O)N(Cc1cccnc1)c1nc2c(F)cc(F)cc2s1	·	-12.6	-0.5	0.8	·	7.6	-0.3	1.0	2.0%
Cc1ccc(NC(=O)CCCOc2ccccc2)cc1S(=O)(=O)N1CCOCC1	16.7	0.3	0.3	-14.1	-52.9*	2.0	-2.6	-0.2	0.9%
c1ccc(Nc2nc(NCCN3CCOCC3)nc(Nc3ccccc3)n2)cc1	-2.3	-25.8	2.9	3.1	-10.8	1.5	-1.0	-1.5	-0.1%
CN(C(N)=S)c1ccccc1	13.8	4.4	0.9	-0.5	-0.2	1.9	1.2	1.1	2.4%
CN1CCN(CCCNC(=O)Cn2ncc3c4ccccc4n(C)c3c2=O)CC1	6.8	·	-4.5	3.0	-3.1	1.6	6.6	0.2	0.5%
CCOc1ccc2nc(Cl)c(C3CC(c4ccc(C)cc4)=NN3C(=O)CCCC(=O)O)cc2c1 (configuration not stated)	·	-0.2	15.2	-1.5	10.5	0.2	6.7	0.6	1.2%
CC(C)c1nnc(NC(=O)C2CCCN2C(=O)Nc2ccccc2F)s1 (configuration not stated)	38.0*	-6.0	1.5	-0.7	4.0	6.5	-6.4	-0.4	-0.1%
COc1ccc(C(=O)c2c3ccccc3[n+]([O-])n2CCC(N)=O)cc1	·	·	-3.3	-8.1	-5.3	0.1	·	·	-0.2%
Cc1cc(=O)oc2cc(OC(C)C(=O)NCC3CCCO3)ccc12 (configuration not stated)	26.4	-5.3	2.9	-3.0	7.4	0.0	9.1	0.6	2.1%
C=CCc1ccccc1OCC(=O)N/N=C/c1ccccc1OCC	-8.7	-17.0	9.7	-1.1	-4.4	4.3	7.3	-1.1	-0.6%
CN1CCN(/C(=N\O)c2nonc2N)CC1	-5.1	-1.6	-8.2	-10.1	-41.5*	5.4	-6.9	-0.3	2.0%
Cc1ccccc1NCc1cccn1-c1nnc(N2CCOCC2)s1	·	·	-4.6	2.7	-1.4	4.4	9.5	-2.2	-0.4%
Cn1c(O)c(C2=c3ccccc3=NC2=O)sc1=Nc1ccc(Cl)cc1	7.1	-9.4	2.8	14.9	3.1	4.8	4.5	-2.2	-0.5%
CCCC(C)NC(=O)Cn1c(=O)c2c(ncn2CCC(C)C)n(Cc2ccccc2)c1=O (configuration not stated)	4.8	-13.5	-2.0	4.0	23.4	2.1	4.8	-0.9	2.0%
COC(=O)c1cc2sc(Cl)cc2n1CC(=O)Nc1cc(C)cc(C)c1	·	-9.3	-9.3	0.2	4.7	2.0	-7.8	-0.2	2.3%
Clc1ccc(CSc2ccc(-c3ccco3)nn2)cc1	4.8	-22.1	-4.0	0.2	-3.0	-0.9	4.9	-0.8	4.3%
CC(C)c1ccc(/C=C2\Oc3c(ccc(O)c3CN3CCN(C)CC3)C2=O)cc1	9.6	-5.2	8.8	0.1	-9.2	68.3*	-4.9	2.7	11.3%
CC1CN/C(=C\C(=O)c2ccc(Br)cc2)C(=O)N1 (configuration not stated)	0.7	-10.4	-1.5	0.6	0.4	9.8	11.8	-8.4	-1.7%
CCCn1c(CCC(=O)Nc2cccc(CC)c2)nc2cccnc21	·	-10.1	6.2	-4.3	-8.6	-0.2	-10.9	-1.0	0.2%
CC(C)(C)C1CCc2sc(-c3nnc(CCl)o3)cc2C1 (configuration not stated)	4.9	-6.5	3.2	7.7	-2.3	0.3	2.8	0.8	4.7%
O=C(Nc1ccc(F)cc1F)c1cc(CN2CCOCC2)on1	·	2.8	3.2	-1.8	-17.6	5.4	8.3	0.6	-1.5%
COc1cccc(C(C(=O)NC2CCCCC2)N(C(=O)c2csnn2)C2CC2)c1 (configuration not stated)	-11.7	-27.6	-4.0	6.3	-4.7	0.8	10.7	-0.5	-0.2%
O=C(NCCc1cn2ccsc2n1)C1CCCCC1	-0.3	12.6	5.6	-4.3	-4.0	2.3	5.1	0.3	5.6%
CCN(CC)S(=O)(=O)c1ccc2c(c1)c(=O)c(C(=O)N1CCc3ccccc3C1)cn2C	-6.8	0.1	-3.9	4.8	-37.5*	0.5	-1.9	-0.5	16.6%
COc1cc(S(=O)(=O)Nc2ccc(Br)cc2)ccc1N	1.0	7.2	-0.4	6.3	-0.1	12.7	-22.1	0.7	1.8%
COc1ccc(NC(=O)N(C(C)C)C2CCN(C(C)=O)CC2)c(OC)c1	·	-7.5	-7.0	-2.1	-4.1	0.7	-16.8	·	4.3%
COc1ccc(-n2nc3c(c2NC(=O)C(C)C)CSC3)cc1	·	5.8	3.9	0.5	6.3	0.9	·	·	-0.1%
Cc1ccc(C(=O)N/N=c2\oc3ccccc3cc2C(N)=O)cc1	-6.9	-3.7	-1.9	0.3	13.7	0.3	6.0	-0.6	3.9%
CC(C)(CNC(=O)c1ccc(S(=O)(=O)Nc2cccc(C(F)(F)F)c2)cc1)N1CCOCC1	·	-4.8	34.8*	1.9	-2.1	4.9	·	·	-0.2%
Cc1ccccc1C(=O)N1CCC(C(=O)Nc2nccs2)CC1	-8.1	-1.5	-0.8	4.7	-2.3	1.1	6.5	-0.2	1.5%
COc1cc(/C=C(\C#N)C(=O)N2CCOCC2)ccc1OCc1ccccc1	13.1	-1.0	-3.1	-5.4	-7.5	6.6	17.4	0.5	0.1%
CC(=O)N1N=C(c2ccc(C(C)(C)C)cc2)OC1(C)C	-8.8	-13.9	7.2	16.0	6.8	3.2	3.5	-0.3	2.7%
Cc1c(C(=O)NC(C)c2ccccc2)c(-c2ccccc2)nn1-c1ccccc1 (configuration not stated)	-25.5	-15.9	13.3	-0.5	0.4	3.4	7.1	0.4	1.2%
COC(=O)C1CSc2[nH]c(=O)sc2C1c1ccc(OC)c(OC)c1 (configuration not stated)	-16.4	-4.2	-10.7	-1.8	9.1	0.4	15.2	-0.4	1.6%

An excerpt from above in order of heavy-atom count, rising:
SMILES	D2 antagonist	RXFP1 antag	TRHR enhancer	D1 PAM	D1 antag	D1 ag	D2 potentiator	D2 agonist	RXFP1 agonist
CC(=O)N1N=C(c2ccc(C(C)(C)C)cc2)OC1(C)C	-8.8	-13.9	7.2	16.0	6.8	3.2	3.5	-0.3	2.7%
COc1ccc(-n2nc3c(c2NC(=O)C(C)C)CSC3)cc1	·	5.8	3.9	0.5	6.3	0.9	·	·	-0.1%
O=C(Nc1ccc(F)cc1F)c1cc(CN2CCOCC2)on1	·	2.8	3.2	-1.8	-17.6	5.4	8.3	0.6	-1.5%
Cc1ccc(C(=O)N/N=c2\oc3ccccc3cc2C(N)=O)cc1	-6.9	-3.7	-1.9	0.3	13.7	0.3	6.0	-0.6	3.9%
Cc1c(C(=O)NC(C)c2ccccc2)c(-c2ccccc2)nn1-c1ccccc1 (configuration not stated)	-25.5	-15.9	13.3	-0.5	0.4	3.4	7.1	0.4	1.2%

Further results.
SMILES	D2 antagonist	RXFP1 antag	TRHR enhancer	D1 PAM	D1 antag	D1 ag	D2 potentiator	D2 agonist	RXFP1 agonist
COc1ccc(NC(=O)CSc2nnnn2C)cc1	16.1	-12.8	11.4	-2.2	-10.6	0.9	-23.7	0.3	1.2%
COc1ccccc1-c1c(NC(=O)c2ccco2)n(-c2ccccc2)nc(C)c1=O	-5.2	·	4.4	0.6	12.6	0.5	-2.3	0.1	2.4%
O=C(COC(=O)c1ccc(F)c(S(=O)(=O)N2CCOCC2)c1)Nc1ccc2c(c1)OCO2	6.2	5.5	0.1	1.0	-16.4	1.3	-0.3	-0.5	1.9%
O=C(COC(=O)c1cn(-c2ccccc2)nc1-c1ccccc1)Nc1ncc(Cl)cc1Cl	-6.0	-8.1	-6.8	-2.1	-4.1	1.5	-2.0	2.4	0.0%
O=C(NCc1ccco1)c1ccc2c(c1)N(Cc1ccc(Cl)cc1)C(=O)c1ccccc1S2(=O)=O	·	·	-3.7	-3.3	-2.7	3.2	1.8	1.6	-3.5%
O=C(CNC(=S)N(Cc1ccccc1F)C1CCCCC1)NCCN1CCOCC1	·	-3.8	-3.8	-10.6	-25.9	-0.9	4.8	·	1.1%
Cc1cccc(OCC(=O)Nc2ccccc2C(=O)OCc2cc(=O)n3ccsc3n2)c1	·	0.0	-2.5	0.5	0.2	-1.4	·	1.3	?
Cc1ccc(Nc2nc(Cl)c(C=O)s2)cc1Cl	-9.6	-8.8	-7.1	-3.1	8.1	3.1	-3.2	2.5	2.8%

Screening data as filed in PubChem.

This is a subset, so the mix of outcomes need not match the whole.
